Growth percent in the NCI-60 one-dose screen (48 h, 10 µM unless noted): 100 = growth as untreated, 0 = no growth, -100 = all killed.
PC-3 – PC-3 prostate cancer cells | 80,000 tested, 3.9% active | AID 1794754
OVCAR-8 – OVCAR-8 ovarian cancer; 81,000 tested, 4.4% active; AID 1794782
HCC-2998 – HCC-2998 colon cancer. 79,000 tested, 4.7% active. AID 1794799
SW-620 – SW-620 colon cancer. AID 1794795. 82,000 tested, 5.2% active
DU-145 – DU-145 prostate cancer. 81,000 tested, 4.2% active
OVCAR-4 – OVCAR-4 ovarian cancer cells. 80,000 tested, 3.7% active
OVCAR-3 – OVCAR-3 ovarian cancer; 79,000 tested, 7% active; AID 1794787
OVCAR-5 – OVCAR-5 ovarian cancer; 82,000 tested, 2.9% active; AID 1794783
KM12 – KM12 colon cancer cells; 82,000 tested, 5% active; AID 1794800
An asterisk follows results filed as active; & = joins results of further samples; ! = not active in a repeat. The calls were made as follows: active = growth percent below 10; inactive = the rest. An unsorted share of the library. About 10% of those tested had a hit in this group.

What do the screens show for `O=C1CCC(N2Cc3c(C#CCCCNC(=O)c4ccc(NC(=O)[C@@H]5NC6(CCCCC6)[C@@]6(C(=O)Nc7cc(Cl)ccc76)[C@H]5c5cccc(Cl)c5F)cc4)cccc3C2=O)C(=O)N1` (stereo partly drawn)?
PC-3: 52; OVCAR-8: 69; HCC-2998: 59; SW-620: 85; DU-145: 82; OVCAR-4: 57; OVCAR-3: 72; OVCAR-5: 77; KM12: 49

How did Cc1ccnc(NS(=O)(=O)c2ccc(N=Nc3c(N)[nH]c(=S)[nH]c3=O)cc2)n1 do in these assays?
PC-3: 101; OVCAR-8: 101; HCC-2998: 106; SW-620: 108; DU-145: 129; OVCAR-4: 111; OVCAR-3: 120; OVCAR-5: 93; KM12: 112

Results for O=C(O)CO.[NH2-].[NH2-].[Pt+2] ?
PC-3: 94; OVCAR-8: 104; HCC-2998: 109; SW-620: 96; DU-145: 109; OVCAR-4: 108; OVCAR-3: 111; OVCAR-5: 102; KM12: 102

What do the screens show for `COc1ccc(C(=O)c2sc3nc(-c4cc(OC)ccc4OC)cc(-c4ccc(Cl)cc4)c3c2N)cc1`?
PC-3: 80; OVCAR-8: 73; HCC-2998: 97; SW-620: 96; DU-145: 89; OVCAR-4: 75; OVCAR-3: 114; OVCAR-5: 98; KM12: 86

Results for CCOC(=O)CC1CCN(c2ccc3nnc(Cl)n3n2)CC1 ?
PC-3: 93; OVCAR-8: 90; HCC-2998: 102; SW-620: 99; DU-145: 97; OVCAR-4: 85; OVCAR-5: 96; KM12: 94

What do the screens show for `O=[N+]([O-])c1ccc(/C=C\c2ccncc2)cc1`?
OVCAR-8: 101; HCC-2998: 96; SW-620: 105; DU-145: 113; OVCAR-4: 92; OVCAR-3: 114; OVCAR-5: 101; KM12: 109

Results for c1ccc(-n2ccc(-c3nn[nH]n3)n2)cc1 ?
PC-3: 94; OVCAR-8: 113; HCC-2998: 101; DU-145: 135; OVCAR-4: 119; OVCAR-5: 100; KM12: 105

What do the screens show for `O=C(CCl)N(C1CCCCC1)C1CCCCC1`?
PC-3: 94; OVCAR-8: 104; HCC-2998: 107; SW-620: 113; DU-145: 112; OVCAR-4: 90; OVCAR-3: 114; OVCAR-5: 111; KM12: 112

Results for O=C(O)c1ccc(-n2cc(CNc3ccccc3)c(-c3cc(C(F)(F)F)cc(C(F)(F)F)c3)n2)cc1 ?
PC-3: 72; OVCAR-8: 76; HCC-2998: 75; SW-620: 86; DU-145: 95; OVCAR-4: 72; OVCAR-3: 80; OVCAR-5: 92; KM12: 79

What do the screens show for `CCC(O)CCC(CC)CC` (stereo not drawn)?
PC-3: 92; OVCAR-8: 98; HCC-2998: 105; SW-620: 95; DU-145: 100; OVCAR-4: 99; OVCAR-3: 102; OVCAR-5: 84; KM12: 103

What do the screens show for `Cc1ncc(C(=O)Nc2ccc(CN3CCN(C)CC3)c(C(F)(F)F)c2)cc1C#Cc1cnc(N)cc1C#N`?
PC-3: -56*; OVCAR-8: -66*; HCC-2998: 54; SW-620: -57*; DU-145: -96*; OVCAR-4: 30; OVCAR-3: 40; OVCAR-5: -94*; KM12: -83*

How did CCOC(=O)c1cc(C#N)n2c1ccc1c3cccnc3ccc12 do in these assays?
PC-3: 94; OVCAR-8: 98; HCC-2998: 98; SW-620: 93; DU-145: 110; OVCAR-4: 94; OVCAR-3: 103; OVCAR-5: 99; KM12: 104

What do the screens show for `O=S1(=O)C(Cl)(Cl)S(=O)(=O)C(Cl)(Cl)S(=O)(=O)C1(Cl)Cl`?
PC-3: 102; OVCAR-8: 101; HCC-2998: 110; SW-620: 103; DU-145: 110; OVCAR-4: 102; OVCAR-3: 107; OVCAR-5: 103; KM12: 111

Results for CCCOC(=O)c1ccc2c(c1)[N+](=O)C(C(=O)Nc1ccccc1)=C(C)[N+]2=O ?
PC-3: 56; OVCAR-8: 85; HCC-2998: 91; SW-620: 98; DU-145: 102; OVCAR-4: 86; OVCAR-3: 96; OVCAR-5: 121; KM12: 96

Results for Nc1ccc2c(c1)Cc1cc(F)ccc1-2 ?
PC-3: 83; OVCAR-8: 100; HCC-2998: 96; SW-620: 104; DU-145: 105; OVCAR-4: 91; OVCAR-3: 83; OVCAR-5: 91; KM12: 94

Results for NC1=C(Br)C(=O)c2ncccc2C1=O ?
PC-3: 12; OVCAR-8: 10; HCC-2998: 27; SW-620: -88*; DU-145: -58*; OVCAR-4: -90*; OVCAR-3: -12*; OVCAR-5: -49*; KM12: 24

Results for NC(N)=N/N=C/c1cccc(Br)c1 ?
PC-3: 90; OVCAR-8: 110; HCC-2998: 101; SW-620: 102; DU-145: 118; OVCAR-4: 92; OVCAR-3: 100; OVCAR-5: 104; KM12: 107

Results for Cc1c(C(=O)NNC(=O)c2ccc(Cl)cc2)nnn1-c1ccc([N+](=O)[O-])cc1 ?
PC-3: 94; OVCAR-8: 94; HCC-2998: 108; DU-145: 102; OVCAR-4: 85; OVCAR-3: 102; OVCAR-5: 94; KM12: 98

Results for COC(=O)Cn1c(C(C)C)nc2ccccc21 ?
PC-3: 93; OVCAR-8: 94; HCC-2998: 103; SW-620: 107; DU-145: 124; OVCAR-4: 123; OVCAR-3: 113; OVCAR-5: 96; KM12: 103

How did Cc1nc(N)[nH]c(=O)c1CCCNS(=O)(=O)c1ccc(C(=O)CBr)cc1 do in these assays?
PC-3: 93; OVCAR-8: 108; HCC-2998: 100; SW-620: 109; DU-145: 113; OVCAR-4: 107; OVCAR-3: 107; OVCAR-5: 103; KM12: 107

How did OCc1c(CO)c(-c2ccc(Cl)c(Cl)c2)n2c1CCC2 do in these assays?
PC-3: 98; OVCAR-8: 103; HCC-2998: 102; SW-620: 106; DU-145: 101; OVCAR-4: 99; OVCAR-3: 107; OVCAR-5: 105; KM12: 111

Results for CC(C)OC(=O)c1ccc([N+](=O)[O-])cc1 ?
PC-3: 102; OVCAR-8: 108; HCC-2998: 113; SW-620: 109; DU-145: 116; OVCAR-4: 111; OVCAR-3: 117; OVCAR-5: 112; KM12: 113

What do the screens show for `CC(C)(C)NC(=S)Nc1ncccc1OCc1cccc(F)c1`?
PC-3: 85; OVCAR-8: 95; HCC-2998: 110; SW-620: 86; DU-145: 105; OVCAR-4: 94; OVCAR-3: 105; OVCAR-5: 108; KM12: 99

What do the screens show for `O=c1c2c3c(sc2n2c(SCc4ccccc4)nnc2n1Cc1ccccc1)CCCC3`?
PC-3: 96; OVCAR-8: 64; HCC-2998: 75; SW-620: 104; DU-145: 101; OVCAR-4: 96; OVCAR-3: 90; OVCAR-5: 95; KM12: 108

Results for O=C1S/C(=C\C=C\c2ccc([N+](=O)[O-])cc2)C(=O)N1c1ccc(F)cc1 ?
PC-3: 84; OVCAR-8: 102; HCC-2998: 101; SW-620: 96; DU-145: 99; OVCAR-4: 90; OVCAR-3: 109; OVCAR-5: 103; KM12: 97

How did CC(=O)N1c2ccccc2-n2cccc2C1c1ccc(Cl)cc1 (stereo not drawn) do in these assays?
PC-3: 74; OVCAR-8: 103; HCC-2998: 82; SW-620: 91; DU-145: 103; OVCAR-4: 90; OVCAR-3: 91; OVCAR-5: 94; KM12: 85

What do the screens show for `COc1cc2nc3cc([N+](=O)[O-])ccc3c(Cl)c2cc1OC`?
PC-3: 91; OVCAR-8: 88; HCC-2998: 106; SW-620: 104; DU-145: 103; OVCAR-3: 123; OVCAR-5: 86; KM12: 110

What do the screens show for `CS(=O)(=O)c1ccc(C(=O)N=Nc2c(O)[nH]c3ccc(Br)cc23)cc1`?
PC-3: 108; OVCAR-8: 108; HCC-2998: 103; SW-620: 101; DU-145: 105; OVCAR-4: 115; OVCAR-3: 120; OVCAR-5: 110; KM12: 110

How did CCN(CC)CCOc1nc(-c2ccc(F)cc2)cc(-c2ccco2)n1 do in these assays?
PC-3: 95; OVCAR-8: 103; HCC-2998: 102; SW-620: 114; DU-145: 108; OVCAR-4: 113; OVCAR-3: 115; KM12: 108

What do the screens show for `O=C(Nc1cccc2cccnc12)c1ccc(N2C(=O)[C@@H]3C4C=CC(C4)[C@@H]3C2=O)cc1`?
PC-3: 110&93; OVCAR-8: 89&101; HCC-2998: 104&95; SW-620: 101&90; DU-145: 113&90; OVCAR-4: 87&64; OVCAR-3: 94&88; OVCAR-5: 93&96; KM12: 114&104

What do the screens show for `N/C(=N\C(N)=N\c1nc2ccccc2s1)c1cccc(C(F)(F)F)c1`?
PC-3: 80; OVCAR-8: 100; HCC-2998: 105; SW-620: 81; DU-145: 102; OVCAR-4: 89; OVCAR-3: 90; OVCAR-5: 104; KM12: 69

What do the screens show for `CCCCC(=O)N(CC)CC`?
PC-3: 108; OVCAR-8: 106; HCC-2998: 102; SW-620: 101; DU-145: 114; OVCAR-4: 107; OVCAR-3: 113; OVCAR-5: 124; KM12: 103

Results for C=C1CC[C@@H]2[C@]3(C)COC(c4cn(-c5ccccc5)nc4-c4ccccc4)O[C@@H]3CC[C@@]2(C)[C@@H]1C/C=C1/C(=O)OC[C@H]1O (stereo partly drawn) ?
PC-3: -27*; OVCAR-8: -49*; HCC-2998: -98*; DU-145: 8.3*; OVCAR-4: -30*; OVCAR-3: -78*; OVCAR-5: -50*; KM12: -56*

Results for CCOC(=O)c1c2ccncc2n2c(=O)n(-c3cccc(C)c3)nnc12 ?
PC-3: 90; OVCAR-8: 97; HCC-2998: 114; SW-620: 98; DU-145: 120; OVCAR-4: 94; OVCAR-3: 97; OVCAR-5: 102; KM12: 101

How did CN(C)CCOC1(Cc2ccc(Cl)cc2Cl)CCC(C(C)(C)C)CC1 (stereo not drawn) do in these assays?
PC-3: 36&41; OVCAR-8: -27*!; HCC-2998: -95*; SW-620: -58*; DU-145: 7.7*!; OVCAR-4: 15&36; OVCAR-3: 11&39; OVCAR-5: 5.2*!; KM12: -47*!

How did Cc1ccc2c(c1)/C(=N/c1nc(-c3ccc(O)cc3)cs1)C(=O)N2 do in these assays?
PC-3: 76; OVCAR-8: 91; HCC-2998: 107; SW-620: 105; DU-145: 104; OVCAR-4: 113; OVCAR-3: 97; OVCAR-5: 123; KM12: 109

How did O=C(Nc1nc2ccccc2s1)c1ccc(-n2c(=O)[nH]c3ccccc3c2=O)cc1 do in these assays?
PC-3: 98; OVCAR-8: 96; HCC-2998: 101; SW-620: 105; DU-145: 106; OVCAR-4: 99; OVCAR-3: 120; OVCAR-5: 111; KM12: 108

Results for O=C(N1c2ccccc2Sc2ccccc21)n1ccc2cccnc21 ?
PC-3: 40; OVCAR-8: 88; HCC-2998: 85; SW-620: 58; DU-145: 87; OVCAR-4: 66; OVCAR-3: 82; OVCAR-5: 98; KM12: 49

What do the screens show for `COc1ccc2c(C3=C(c4c[nH]c5ccccc45)C(=O)N(O)C3=O)coc2c1`?
PC-3: 81; OVCAR-8: 78; HCC-2998: 103; SW-620: 99; DU-145: 103; OVCAR-4: 114; OVCAR-5: 105; KM12: 98

What do the screens show for `N#CC1=C(N)Oc2c(ccc3ccccc23)C1c1ccc(Cl)cc1Cl` (stereo not drawn)?
PC-3: 95; OVCAR-8: 102; HCC-2998: 122; SW-620: 96; DU-145: 110; OVCAR-4: 104; OVCAR-3: 117; OVCAR-5: 105; KM12: 101

Results for O=C(CN1C(=O)/C(=C/c2ccco2)SC1=S)NCCc1c[nH]c2ccc(Cl)cc12 ?
PC-3: 98; OVCAR-8: 101; HCC-2998: 108; SW-620: 107; DU-145: 108; OVCAR-4: 96; OVCAR-3: 106; OVCAR-5: 102; KM12: 102

What do the screens show for `O=[N+]([O-])c1ccc(/C=N/NCc2nc(Nc3ccc(Cl)cc3)c3ccccc3n2)cc1`?
PC-3: 95; OVCAR-8: 99; HCC-2998: 103; SW-620: 88; DU-145: 98; OVCAR-4: 99; OVCAR-3: 103; OVCAR-5: 90; KM12: 90

What do the screens show for `N#Cc1c(-c2ccco2)cc(-c2cccc(OCC(=O)O)c2)[nH]c1=O`?
PC-3: 103; OVCAR-8: 102; HCC-2998: 114; DU-145: 107; OVCAR-4: 93; OVCAR-3: 104; OVCAR-5: 101; KM12: 99

What do the screens show for `c1ccc(Nc2csc(-c3ccccn3)n2)cc1`?
PC-3: 106; OVCAR-8: 104; HCC-2998: 117; SW-620: 101; DU-145: 109; OVCAR-4: 103; OVCAR-3: 107; OVCAR-5: 96; KM12: 102

Gathered by group: those above containing a tert-butyl group.
What do the screens show for `CC(C)(C)NC(=S)Nc1ncccc1OCc1cccc(F)c1`?
PC-3: 85; OVCAR-8: 95; HCC-2998: 110; SW-620: 86; DU-145: 105; OVCAR-4: 94; OVCAR-3: 105; OVCAR-5: 108; KM12: 99

How did CN(C)CCOC1(Cc2ccc(Cl)cc2Cl)CCC(C(C)(C)C)CC1 (stereo not drawn) do in these assays?
PC-3: 36&41; OVCAR-8: -27*!; HCC-2998: -95*; SW-620: -58*; DU-145: 7.7*!; OVCAR-4: 15&36; OVCAR-3: 11&39; OVCAR-5: 5.2*!; KM12: -47*!

Sorted by count of non-hydrogen atoms (low to high): 3 of the compounds above
What do the screens show for `N#Cc1c(-c2ccco2)cc(-c2cccc(OCC(=O)O)c2)[nH]c1=O`?
PC-3: 103; OVCAR-8: 102; HCC-2998: 114; DU-145: 107; OVCAR-4: 93; OVCAR-3: 104; OVCAR-5: 101; KM12: 99

What do the screens show for `O=[N+]([O-])c1ccc(/C=N/NCc2nc(Nc3ccc(Cl)cc3)c3ccccc3n2)cc1`?
PC-3: 95; OVCAR-8: 99; HCC-2998: 103; SW-620: 88; DU-145: 98; OVCAR-4: 99; OVCAR-3: 103; OVCAR-5: 90; KM12: 90

Results for C=C1CC[C@@H]2[C@]3(C)COC(c4cn(-c5ccccc5)nc4-c4ccccc4)O[C@@H]3CC[C@@]2(C)[C@@H]1C/C=C1/C(=O)OC[C@H]1O (stereo partly drawn) ?
PC-3: -27*; OVCAR-8: -49*; HCC-2998: -98*; DU-145: 8.3*; OVCAR-4: -30*; OVCAR-3: -78*; OVCAR-5: -50*; KM12: -56*
